Screening data from PubChem BioAssay.
Pf growth 48h: P. falciparum growth inhibition at 48 hours (one generation). actives 5.9% (n = 310,000). Potency, µM (highest dose often 28.7 µM), for inactives: at the highest dose activity change, negative = inhibition, usual class: inhibitors. P. falciparum luciferase growth in erythrocytes, 48 h. AID 504832; also: potency is read from the fitted curve at half-maximal effect; % is scaled to controls: 0 for no effect and ±100 for the full control effect
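Firefly luciferase activity from engineered P. falciparum reports growth; inhibitors lower the luminescent signal. Cultures contained 2% hematocrit erythrocytes at 0.1% final parasitemia.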
TbPYK inhibitor: inhibitors of Trypanosoma brucei pyruvate kinase; Q57TT1; TbPYK enzyme, Kinase-Glo Plus ATP luminescence, 45 min; Potency, µM (top dose mostly 76.8 µM), without a hit: at the top dose activity, negative = inhibition, most hits filed as inhibitors; actives 0.12% (n = 410,000); also: potency is read from the fitted curve at half-maximal effect; % is scaled to controls: 0 for no effect and ±100 for the full control effect; nearly all actives have a fitted effect of over 50% in size
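In this concentration-response screen, enzyme-free wells defined baseline while DMSO plates tracked drift. Each reaction combined TbPYK, substrate, compound and 130 uM ADP for 45 min at room temperature. Kinase-Glo Plus luminescence gave the signal.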
LmPK inh: inhibitors of Leishmania mexicana pyruvate kinase; Q27686; purified LmPK, Kinase-Glo ATP luminescence, 1 h; actives 0.37% (n = 290,000); AID 1721; Potency, µM (doses to about 57.5 µM), inactives show at the highest dose activity change, negative = inhibition, most hits filed as inhibitors; also: potency is read from the fitted curve at half-maximal effect; % is scaled to controls: 0 for no effect and ±100 for the full control effect
Target sequence (Q27686 whole entry, looked up): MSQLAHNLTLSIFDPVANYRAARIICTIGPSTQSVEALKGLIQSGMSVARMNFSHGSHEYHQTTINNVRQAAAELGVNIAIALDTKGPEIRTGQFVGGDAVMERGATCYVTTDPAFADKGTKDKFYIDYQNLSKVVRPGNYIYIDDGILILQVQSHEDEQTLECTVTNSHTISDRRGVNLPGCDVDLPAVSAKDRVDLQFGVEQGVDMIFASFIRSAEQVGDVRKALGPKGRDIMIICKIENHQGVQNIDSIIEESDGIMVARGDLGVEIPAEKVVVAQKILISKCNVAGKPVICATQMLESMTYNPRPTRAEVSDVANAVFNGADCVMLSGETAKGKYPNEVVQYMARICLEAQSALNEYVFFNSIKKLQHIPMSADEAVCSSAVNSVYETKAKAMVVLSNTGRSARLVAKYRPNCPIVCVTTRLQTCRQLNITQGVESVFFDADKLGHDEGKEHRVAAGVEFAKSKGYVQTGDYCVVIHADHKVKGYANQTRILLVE
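0.1 nM LmPK, 0.5 mM PEP, 0.1 mM ADP; 50 mM imidazole pH 7.2, 7 mM MgCl2, 50 mM KCl; 1 h RT. Kinase-Glo luminescence readout, normalized to no-enzyme (full inhibition) and uninhibited wells.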
AMA1-RON2 inh: disrupts binding of P. falciparum AMA1 to RON2; AID 720542; actives 0.2% (n = 360,000); AlphaScreen AMA1-biotinylated RON2 peptide binding; Potency, µM (doses to about 58.2 µM), without a hit: top-dose activity change, negative = inhibition, usual class: inhibitors;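 also: potency is read from the fitted curve at half-maximal effect; 0% = vehicle wells and -100% = peptide control; nearly all actives have a fitted effect of over 45% in size; some results filed as inactive show a strong effect at the top dose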
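AMA1 (3D7) with his tag at 25 nM final met compounds first, then biotinylated RON2 peptide at 25 nM; detection used donor plus acceptor beads, 10 µg/mL apiece, read by AlphaScreen after 30 min at room temperature.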
Shiga toxin inh: inhibitors of Shiga toxin in Vero cells; Vero cells, Shiga toxin protein synthesis inhibition reporter; inhibition, % at 38.7 µM; actives 9.2% (n = 290,000); in the data active = inhibition mostly above about 28%, no sharp cut-off; inactive = mostly below about 43%; also: 0% is about no effect
Cycloheximide cs: affects cycloheximide protein synthesis inhibition readout, counter-screen; cell reporter, cycloheximide protein synthesis inhibition counterscreen; max response, %; actives 12% (n = 300,000); AID 2314; in the data active = max response mostly above about 13%, no sharp cut-off; inactive = mostly below about 14%; also: read at 38.3 µM for the half of the compounds with a filed dose; 0% is about no effect
Pf growth 96h: P. falciparum growth inhibition at 96 hour, primary screen for plastid delayed-death inhibitors; P. falciparum luciferase reporter growth, 96 h; Potency, µM (top dose mostly 28.7 µM), without a hit: at the highest dose activity change, negative = inhibition, most hits filed as inhibitors; actives 6.9% (n = 320,000); AID 504834; also: potency is read from the fitted curve at half-maximal effect; % is scaled to controls: 0 for no effect and ±100 for the full control effect
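Compounds incubated with erythrocytes infected by luciferase-expressing P. falciparum (2% hematocrit, 0.05% parasitemia final) for 96 hours, 37 C in 5% CO2. Growth inhibition scored as decreased luciferase luminescence.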
Numbers without * were called inactive; ? = inconclusive; . = no result given; [ ] = dose if it differs, or a comment. Unless noted, calls follow the shape of the dose curve; as a rule, active = well fitted curve in the direction sought with a large enough effect; inconclusive = small, poorly fitted or top-dose-only effect, or another doubt; inactive = no such curve, though single readings can be large; an effect the other way counts as inactive or inconclusive.

No.	Compound	Pf growth 48h	TbPYK inhibitor	LmPK inh	AMA1-RON2 inh	Shiga toxin inh	Cycloheximide cs	Pf growth 96h
1	COc1ccc(NC(=O)/C=C/c2cccc(C(F)(F)F)c2)cn1	?	5.4%	-6.1%	3.1%	-2.4	6.8	?
2	O=C1C(=C2CCCCC2)SC(=S)N1Cc1ccco1	-27.0%	-28.9%	2.2%	16.4%	31.6	2.1	-12.0%
3	O=S1(=O)N(CCN2CC=C(c3c[nH]c4cc(F)ccc34)CC2)c2cccc3c2N1CCC3	1.17µM*	2.3%	.	?	.	.	0.928µM*
4	Cc1ccc(-c2nc(CS(=O)CC(=O)NCCCN3CC(C)CC(C)C3)c(C)o2)cc1 (centres undefined)	.	1.4%	10.4%	-1.3%	-15.4	-6.0	?
5	CCCCC(OC(=O)CN1C(=O)COc2ccccc21)C(=O)NC1CCCCC1 (centres undefined)	-6.7%	-3.1%	0.1%	13.4%	-9.4	-2.4	20.7%
6	COC(=O)C1=CN(Cc2ccc(OC)cc2)C=C(C(=O)OC)C1c1ccsc1	7.38µM*	-8.2%	0.7%	35.3%[activator]	4.5	-0.8	38.4%[activator]
7	CCN(CC)CCOc1cc2c(nn1)Oc1ccccc1N2C	13.1%	0.0%	-2.2%	-6.7%	3.6	1.7	3.29µM*
8	O=C(Nc1nccs1)c1cccnc1Cl	.	-1.9%	0.4%	4.1%	3.0	-2.1	2.6%
9	O=C(O)c1ccccc1NS(=O)(=O)c1ccc(NNC(=S)Nc2ccc(OC(F)F)cc2)c([N+](=O)[O-])c1	-12.9%	-27.5%	10.6%	7.6%	-9.9	-4.9	?
10	COc1cc(/C=C2\SC(=S)N(CC(=O)Nc3ccccn3)C2=O)cc(OC)c1OC	-2.7%	-19.3%	-6.5%	-1.5%	-8.0	-2.2	?
11	COc1ccc(NC(=O)CN2C(=O)CC(C)S(=O)(=O)c3ccccc32)cc1 (centres undefined)	26.5%	5.4%	2.4%	-7.4%	16.1	13.3	13.5%
12	Cc1ccc(CN2C(=O)c3ccccc3NC23CCN(Cc2ccccc2)CC3)cc1	?	-0.4%	6.0%	6.4%	35.4	-1.7	?
13	Cc1ccc(-c2cc(-c3ccccc3Cl)c(C#N)c(N)n2)o1	-25.3%	-18.0%	-0.3%	26.7%	-11.1	-3.2	.
14	CC(=O)Nc1ccc(S(=O)(=O)n2cnc(C)c2)cc1	.	-5.9%	-5.5%	-4.2%	-3.0	-2.5	101.8%[activator]
15	CCc1ccc2c(CN3CC=C(c4ccccc4)CC3)cc(=O)oc2c1	?	-14.1%	0.5%	7.2%	-37.6	8.2	?
16	O=C(Nc1cccc(Cl)c1)c1nc[nH]c1C(=O)N1CCc2ccccc2C1	30.7%[activator]	-1.4%	.	15.7%	.	.	?
17	Cc1cccc(C)c1NC(=O)CSc1nnc(-c2cnccn2)n1C	7.2%	1.2%	3.7%	-5.5%	-3.7	-2.4	9.9%
18	COC(=O)c1ccc(C)c(NC(=O)CN2C(=O)c3ccccc3S2(=O)=O)c1	-13.6%	6.6%	-3.3%	-5.8%	-2.3	-3.6	.
19	CN(C)C(=O)CCSc1nnc(-c2ccco2)o1	39.6%[activator]	4.9%	-8.1%	10.6%	26.8	14.3	3.2%
20	Cc1cccc(N2CC(c3nc4ccccc4n3C)CC2=O)c1C (centres undefined)	-4.4%	-11.9%	1.4%	24.7%	-17.2	-2.6	-20.2%
21	Cc1ccc(CN2C3=NC(=O)CN3c3ccccc32)cc1	-13.0%	2.2%	0.2%	-12.0%	-8.6	-0.6	.
22	CCOC(=O)C1C(c2ccc(O)c(OC)c2)NC(=O)NC1(O)C(F)(F)F (centres undefined)	15.5%	8.2%	-5.9%	-2.6%	-8.1	-0.4	-11.6%
23	Cc1cccc(C(=O)OCC(=O)Nc2ccc3c(c2)OCCO3)c1O	-10.5%	5.3%	.	-3.7%	.	.	-21.7%
24	O=C(NCc1nc2ccccc2[nH]1)c1cc2ccccc2oc1=O	.	3.9%	2.8%	10.9%	19.2	-2.0	17.6%
25	O=C1C(=O)N(Cc2cccs2)c2ccccc21	3.0%	-1.3%	-7.9%	-2.3%	-12.7	-0.6	-3.1%
26	C=CCn1c(SCCOc2ccc(OC)cc2)nnc1C(C)NC(=O)Cc1ccc(OC)cc1 (centres undefined)	.	-2.5%	3.7%	?	6.9	5.0	?
27	Cc1cc(C)nc(SCc2nnc(SCC(N)=O)o2)n1	36.7%[activator]	2.5%	2.6%	-11.2%	-7.9	-1.5	?
28	O=C(Nc1ccccc1)Nc1cccc2nsnc12	-25.4%	9.5%	?	42.2%[activator]	85.7	34.4*	-0.8%
29	CC(C)(C)Nc1nc(Cl)nc(N(C#N)CN2C(=O)c3ccccc3S2(=O)=O)n1	6.1%	-9.4%	3.3%	-9.3%	14.9	-1.6	1.1%
30	O=C(Nc1ccc2c(c1)OCO2)C(c1ccccc1)N1CCC2(CC1)OCCO2 (centres undefined)	3.8%	-1.5%	-3.9%	-13.4%	1.7	1.2	.
31	CCOC(=O)c1c(NC(=S)Nc2ccc(OC)cc2)sc2c1CCC2	-20.6%	0.9%	2.2%	7.1%	4.0	6.4	?
32	Cc1cc(C)cc(N(CC(=O)O)S(=O)(=O)c2c(C)noc2C)c1	8.7%	-4.9%	-4.8%	-8.3%	-8.5	-3.9	.
33	Cn1cc(C(=O)C(F)(F)F)c2ccccc21	-4.9%	1.3%	0.6%	12.1%	-18.8	6.0	44.5%[activator]
34	CC(C)OC(=O)Nc1ccc2c(c1)N(C(=O)N1CCN(C)CC1)c1ccccc1CC2	0.0%	-0.8%	?	-1.7%	15.9	29.8*	?
35	Nn1c(Cc2ccccc2)nc2sc3c(c2c1=O)CCC3	-5.8%	-0.3%	7.3%	-2.9%	-19.4	2.1	10.2%
36	CCO[C@H]1OC(C(=O)N2CCN(Cc3ccccc3)CC2)=C[C@@H](c2ccc(C(F)(F)F)cc2)[C@@H]1CCCO	?	0.6%	6.7%	9.9%	-1.9	0.6	1.47µM*
37	Cc1c(SCCO)c(=O)[nH]c2cc3c(cc12)OCO3	15.2%	-6.5%	7.8%	3.4%	-11.6	-1.5	.
38	CCN1CCCC1CNC(=O)c1ccc2c(c1)NC(=O)/C(=C\c1ccc(C)cc1)S2 (centres undefined)	?	0.0%	1.3%	-21.8%	-7.7	-1.3	?
39	CCOC(=O)CSc1nc2c(c(=O)n(Cc3ccccc3Cl)c(=O)n2C)n1C	-9.5%	-0.8%	4.9%	-4.0%	-14.4	-2.2	12.3%
40	Cc1cccc(N(C(=O)c2ccc(CN3CCOCC3)o2)C(C(=O)NC(C)(C)C)c2ccc(F)cc2)c1 (centres undefined)	8.28µM*	-11.0%	4.3%	-6.4%	-13.7	5.3	?
41	Nc1cc(OCC(F)(F)F)cc([N+](=O)[O-])c1	23.1%	-4.3%	-2.0%	8.0%	-6.4	-3.3	19.3%
42	COc1ccc(NC(=O)Cn2c(=O)n(CC3CCCO3)c(=O)c3cc(OC)c(OC)cc32)cc1OC (centres undefined)	-13.9%	1.4%	1.8%	0.3%	11.6	-1.5	5.0%
43	COC(=O)c1c(C(C)=O)c(C)n(C)c1C	53.0%[activator]	3.0%	-3.4%	-9.7%	-11.9	-2.0	25.5%
44	Cc1ccc2nc(C3CCN(C(=O)NCc4ccccc4)CC3)[nH]c2c1	-21.5%	-0.1%	-2.0%	-5.7%	-3.3	-2.2	.
45	CCN(Cc1nc2cc(Cl)ccc2c(=O)[nH]1)C(=O)CN1C(=O)NC2(CCCCC2C)C1=O (centres undefined)	?	2.6%	.	18.7%	.	.	-6.9%
46	Cn1cccc1C1Nc2ccccc2NC2=C1C(=O)CC(C)(C)C2 (centres undefined)	19.6%	7.0%	4.6%	86.1%[activator]	63.6	31.4*	17.3%
47	O=C(O)CSc1nnc(-c2ccc(Cl)cc2)n1-c1ccccc1	37.0%[activator]	.	2.0%	.	-15.4	0.8	9.28µM*
48	COCC(=O)n1nc(-c2ccccc2)nc1NCc1ccc(F)cc1	?	2.5%	2.6%	-1.7%	47.2*	14.8	.
49	COc1cc(/C=C(\C#N)C(=O)NCc2ccccc2)ccc1OCc1ccc(C(=O)O)cc1	13.1µM*	-30.5%	-2.7%	-7.6%	18.9	0.7	?
50	CCCCCc1cc(O)c2c(c1)OC(C)(C)C1CC=C(C)CC21 (centres undefined)	2.39µM*	3.1%	.	.	.	.	3.01µM*
51	O=C(NCc1ccc(F)cc1)Nc1ccc(Cl)cc1	60.2%[activator]	-0.9%	-0.1%	2.6%	59.1	36.0*	0.8%
52	CC(C)(C)c1cc(C(C)(C)C)n(-c2ccccc2)n1	17.7%	-5.0%	-8.9%	11.4%[2.32 µM]	-9.3	-3.2	19.0%
53	CC(C)(C)OC(=O)N1CCC(C(=O)N2CCOCC2)CC1	42.0%[activator]	17.0%	-2.7%	23.2%	-15.9	-1.3	5.2%
54	CCOC(=O)c1cn(CC(=O)Nc2ccc(CC)cc2)nn1	?	-3.4%	-0.5%	0.0%	-17.9	2.3	-82.2%
55	CCc1cccc(NC(=O)CCc2c(C)nn(-c3ccc(N4CCOCC4)nn3)c2C)c1	?	-9.0%	3.4%	-3.0%	26.8	26.0*	4.1%
56	COc1ccccc1NC(=O)COC(=O)Cc1cccs1	3.0%	0.5%	-6.4%	9.0%	8.6	-8.7	-17.8%
57	CN1C(=O)C2(c3ccccc31)c1c(oc3ccccc3c1=O)C(=O)N2CCCO (centres undefined)	-3.2%	0.3%	-7.6%	-2.6%	6.2	0.6	-13.8%
58	Cc1nn(C)cc1/C=N/NC(=O)C1(O)c2ccccc2-c2ccccc21	-7.4%	-11.8%	-3.9%	13.1%	-6.1	-1.7	13.9%
59	COc1cccc(CNC(=O)C(CCSC)NS(=O)(=O)c2ccc3c(c2)oc(=O)n3C)c1 (centres undefined)	-4.1%	-1.1%	5.1%	-7.6%	-3.8	-2.3	.
60	CCCCn1c(N)c(N(CCC(C)C)C(=O)c2ccc([N+](=O)[O-])s2)c(=O)[nH]c1=O	9.28µM*	-0.6%	.	-2.1%	.	.	?
61	O=C(NC12CC3CC(CC(C3)C1)C2)N1CCN(c2nc(-c3ccccc3)cs2)CC1	?	-29.4%	0.1%	0.0%	-16.6	-1.9	?
62	COc1cc(OC)c2c(=O)cc(-c3cccnc3)oc2c1	61.9%[activator]	-3.6%	-1.2%	-6.7%	22.9	10.8	1.7%
63	Oc1ccc(/C=N/N2CCN(C3c4ccccc4-c4ccccc43)CC2)cc1O	?	-13.1%	1.8%	-13.8%	16.9	4.6	?

3 compounds from above, sorted by number of heavy atoms, high to low:
No.	Compound	Pf growth 48h	TbPYK inhibitor	LmPK inh	AMA1-RON2 inh	Shiga toxin inh	Cycloheximide cs	Pf growth 96h
57	CN1C(=O)C2(c3ccccc31)c1c(oc3ccccc3c1=O)C(=O)N2CCCO (centres undefined)	-3.2%	0.3%	-7.6%	-2.6%	6.2	0.6	-13.8%
56	COc1ccccc1NC(=O)COC(=O)Cc1cccs1	3.0%	0.5%	-6.4%	9.0%	8.6	-8.7	-17.8%
52	CC(C)(C)c1cc(C(C)(C)C)n(-c2ccccc2)n1	17.7%	-5.0%	-8.9%	11.4%[2.32 µM]	-9.3	-3.2	19.0%
